IDH1 mut inh – inhibitors of IDH1 R132H reductase, primary screen, biochemical, plate reader, single point; Isocitrate dehydrogenase [NADP] cytoplasmic (Homo sapiens), O75874; diaphorase/resazurin fluorescence, 60 min; inhibition, % at 10 µM; 0.18% of 70,000 active; in the data active means inhibition above about 34%; inconclusive means no clear call, values can overlap the other calls; inactive means below about 11%;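 further: 0% = DMSO and 100% = no enzyme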
Target sequence (O75874 whole entry R132H): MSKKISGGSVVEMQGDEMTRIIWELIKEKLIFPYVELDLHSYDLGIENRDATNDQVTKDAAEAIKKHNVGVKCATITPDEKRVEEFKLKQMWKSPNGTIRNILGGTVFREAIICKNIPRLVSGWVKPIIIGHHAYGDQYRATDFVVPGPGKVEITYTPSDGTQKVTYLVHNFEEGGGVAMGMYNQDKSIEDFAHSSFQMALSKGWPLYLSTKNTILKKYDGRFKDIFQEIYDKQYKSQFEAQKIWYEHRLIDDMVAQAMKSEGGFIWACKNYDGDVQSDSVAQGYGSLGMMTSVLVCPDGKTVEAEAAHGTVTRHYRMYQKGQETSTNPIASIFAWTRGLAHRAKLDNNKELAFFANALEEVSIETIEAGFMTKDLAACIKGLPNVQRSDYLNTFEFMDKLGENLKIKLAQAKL
EZH2 inh – EZH2/PRC2 methyltransferase inhibitors, primary screen, biochemical, DELFIA time-resolved fluorescence, single point; Histone-lysine N-methyltransferase EZH2 (Homo sapiens), Q15910; PRC2 H3K27 methylation, DELFIA TRF, 1 h; inhibition, % at 12.5 µM; 0.35% of 57,000 active; AID 651548, 2012;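 active means mean inhibition of replicates at least 50% and every single replicate also reaching 50%; inconclusive means mean inhibition at least 50% but some replicate falls below 50%; inactive means mean inhibition under 50%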;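 further: dimethyl H3K27 on biotinylated H3 21-44 peptide detected by antibody; plate controls were median neutral control wells for no effect and median positive control wells for full effect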
The depositor's hits bear a star; i = inactive; ? = inconclusive; . = no result given. Only part of the results is shown (hit frequency here may not be typical).

no.	SMILES	IDH1 mut inh	EZH2 inh
1	CO[C@@H]1CN(C)C(=O)c2ccc(NC(=O)Nc3ccccc3)cc2OC[C@@H](C)N(C(=O)CN(C)C)C[C@H]1C	0.0	-2
2	CN(C)C(=O)C[C@@H]1C[C@H]2c3cc(NC(=O)Nc4ccccc4F)ccc3O[C@H]2[C@H](CO)O1	8.3	11
3	O=C(CSc1nc2ccccc2c(=O)n1-c1ccccc1)Nc1ccc(F)c(Cl)c1	0.0	-7
4	COCC(=O)Nc1ccc2c(c1)[C@H]1C[C@@H](CC(=O)NCc3cccnc3)O[C@H](CO)[C@H]1O2	1.1	4
5	CC(C)=CCc1c(O)cc(O)c2c1O[C@H](c1ccccc1)CC2=O	-0.4	i
6	O=C(C[C@H]1C[C@@H]2c3cc(NC(=O)c4ccc5c(c4)OCO5)ccc3O[C@@H]2[C@H](CO)O1)NC1CCCCC1	0.0	-3
7	CO[C@H]1CN(C)C(=O)c2cc(NC(=O)C3CC3)ccc2OC[C@H](C)N(Cc2ccccc2)C[C@H]1C	0.0	-2
8	COCc1cn(CC[C@H]2CC[C@@H](NC(=O)c3ccncc3)[C@H](CO)O2)nn1	0.3	-3
9	COc1cccc(S(=O)(=O)Nc2ccc3c(c2)[C@@H]2C[C@@H](CC(=O)N(C)C)O[C@H](CO)[C@@H]2O3)c1	-0.4	11
10	O=C(Nc1ccccc1F)N[C@@H]1CC[C@H](CCNC(=O)C2CCOCC2)O[C@H]1CO	0.4	-4
11	COc1ccc(NC(=O)N(C)C[C@H]2Oc3c(NC(=O)c4ccncc4)cccc3C(=O)N([C@H](C)CO)C[C@@H]2C)cc1	.	-1
12	N#C/C(=C(\O)COc1ccccc1)c1nc2ccccc2[nH]1	0.2	-8
13	C[C@H]1CN([C@@H](C)CO)S(=O)(=O)c2ccc(-c3ccc(C#N)cc3)cc2O[C@@H]1CN(C)Cc1ccccn1	-0.2	28
14	CN(C)CC(=O)N[C@H]1CC[C@H](CCn2cc(C3CCCC3)nn2)O[C@H]1CO	0.1	3
15	C[C@H]1CN([C@@H](C)CO)C(=O)c2cc(-c3cccc(F)c3)cnc2O[C@@H]1CN(C)Cc1cccnc1	0.8	.
16	COC(=O)CCCCCCC(=O)N/N=C/c1ccccc1[N+](=O)[O-]	-0.3	10
17	C[C@@H]1CN([C@H](C)CO)S(=O)(=O)c2ccc(Br)cc2O[C@@H]1CN(C)Cc1ccc(C(=O)O)cc1	.	6
18	Cc1cc(C(=O)Nc2cccc3c2O[C@@H](CN(C)C)[C@@H](C)CN([C@H](C)CO)C3=O)n(C)n1	.	11
19	CSc1cccc(NC(=O)C(C)N(c2ccc(C)cc2)S(C)(=O)=O)c1 (stereo not given)	0.0	13
20	C[C@@H]1CN([C@@H](C)CO)C(=O)c2cc(NC(=O)c3ccncc3)ccc2O[C@@H](C)CCCCO[C@H]1CN(C)C(=O)c1ccccc1	1.4	-5
21	C[C@@H]1CN([C@@H](C)CO)S(=O)(=O)c2ccc(-c3cncnc3)cc2O[C@H]1CN(C)Cc1ccccn1	-0.1	.
22	COc1ccc(NC(=O)Nc2ccc3c(c2)CC(=O)N([C@@H](C)CO)C[C@@H](C)[C@@H](CN(C)S(=O)(=O)c2ccc(F)cc2)O3)cc1	-8.7	.
23	C[C@@H]1CN([C@@H](C)CO)C(=O)Cc2cc(NC(=O)Cc3cn(C)c4ccccc34)ccc2O[C@H]1CN(C)S(=O)(=O)c1ccc(F)cc1	-9.7	.
24	Cc1ccc(-c2cc(C(F)F)n3ncc(C(=O)NCc4cn(C)nc4C)c3n2)cc1	0.4	-16
25	O=C(CCC(=O)c1ccc(F)cc1)Nc1cccnc1	0.3	-10
26	C[C@@H]1CCCCO[C@H](CN(C)Cc2ccncc2)[C@H](C)CN([C@@H](C)CO)C(=O)c2cc(NC(=O)CCC(F)(F)F)ccc2O1	75*	1
27	Cc1noc(C)c1NC(=O)N(C)C[C@H]1Oc2ncc(C#CCC(C)C)cc2C(=O)N([C@@H](C)CO)C[C@H]1C	-3.2	10
28	CCCN(C)C[C@@H]1OCCCC[C@@H](C)Oc2ccc(NC(=O)Nc3ccc(F)cc3)cc2C(=O)N([C@H](C)CO)C[C@H]1C	0.5	-4
29	O=C(NCC[C@H]1CC[C@H](NC(=O)C2CC2)[C@@H](CO)O1)c1cc(Cl)cc(Cl)c1	-0.1	-7
30	C[C@H]1CN([C@@H](C)CO)C(=O)c2cc(C#CCN(C)C)cnc2O[C@@H]1CN(C)S(=O)(=O)c1cn(C)cn1	-0.7	-4
31	Cc1ccccc1CN(C)C[C@H]1OCc2cnnn2CCCC(=O)N([C@H](C)CO)C[C@@H]1C	-0.1	.
32	c1ccc(COc2ccc(Oc3nc(N4CCCCC4)nc(N4CCOCC4)n3)nn2)cc1	0.2	-2
33	O=C(Cc1ccccn1)NCC[C@@H]1CC[C@@H](NC(=O)Nc2ccc(F)cc2)[C@H](CO)O1	0.2	-6
34	O=C(Cc1ccncc1)NCC[C@H]1CC[C@H](NS(=O)(=O)c2ccccc2Cl)[C@@H](CO)O1	0.3	1
35	C[C@@H]1CN([C@H](C)CO)C(=O)c2cc(NS(C)(=O)=O)ccc2O[C@@H](C)CCCCO[C@@H]1CN(C)C(=O)NC1CCCCC1	2.0	.
36	CC(C)NC(=O)Nc1ccc2c(c1)CC(=O)N([C@@H](C)CO)C[C@@H](C)[C@H](CN(C)S(=O)(=O)c1ccc(Cl)cc1)O2	-0.3	8
37	C[C@H](CO)N1C[C@H](C)[C@@H](CN(C)CC2CCCC2)Oc2ncc(C#Cc3ccccn3)cc2C1=O	0.1	1
38	COC(=O)c1cc(O)cc(O)c1C(=O)c1c(O)cc(C)cc1O	5.6	.
39	Cc1noc(C)c1NC(=O)Nc1ccc2c(c1)CC(=O)N([C@H](C)CO)C[C@@H](C)[C@@H](CN(C)CC1CC1)O2	-8.9	4
40	COc1ccc(S(=O)(=O)N(C)C[C@@H]2Oc3ccc(NC(=O)Cc4ccccc4)cc3CC(=O)N([C@H](C)CO)C[C@@H]2C)cc1	2.9	.
41	C[C@@H]1CN([C@H](C)CO)C(=O)c2cc(-c3ccc(C#N)cc3)cnc2O[C@H]1CN(C)Cc1ccccn1	0.1	1
42	COc1ccc([N+](=O)[O-])cc1NC(=O)CCSc1ccc(C)cc1	-0.6	7
43	O=C(O)c1ccc(NCCCO)c([N+](=O)[O-])c1	-0.1	3
44	CN(C)C(=O)C[C@@H]1C=C[C@@H](NS(=O)(=O)c2ccccc2)[C@@H](CO)O1	0.2	4
45	COc1ccc(S(=O)(=O)Nc2ccc3c(c2)C(=O)N([C@@H](C)CO)C[C@@H](C)[C@H](CN(C)Cc2ccc4c(c2)OCO4)OCCCC[C@@H](C)O3)cc1	-0.2	.
46	COc1ccc(S(=O)(=O)N(C)C[C@H]2Oc3c(NS(=O)(=O)c4cn(C)cn4)cccc3C(=O)N([C@H](C)CO)C[C@H]2C)cc1	2.2	.
47	O=C(C[C@@H]1C[C@H]2c3cc(NS(=O)(=O)c4ccc(F)cc4)ccc3O[C@H]2[C@H](CO)O1)NCc1ccccn1	-0.4	12
48	C[C@H](CO)N1C[C@H](C)[C@@H](CN(C)C(=O)Nc2ccc3c(c2)OCO3)Oc2ccc(NS(=O)(=O)c3ccccc3)cc2CC1=O	-4.7	.
49	C[C@H]1CN([C@@H](C)CO)C(=O)CCCn2nncc2CO[C@H]1CN(C)C(=O)Nc1ccc(-c2cccs2)cc1	0.6	.
50	CNC[C@@H]1OCCCC[C@H](C)Oc2ccc(NS(=O)(=O)c3ccccc3)cc2C(=O)N([C@H](C)CO)C[C@@H]1C	3.6	2
51	C[C@@H]1CN([C@@H](C)CO)C(=O)Cc2cc(NC(=O)Nc3ccc(C(F)(F)F)cc3)ccc2O[C@@H]1CN(C)C(=O)NC1CCCCC1	-1.3	.
52	O=C(C[C@H]1C[C@H]2c3cc(NC(=O)C4CCOCC4)ccc3O[C@H]2[C@H](CO)O1)NCc1ccccc1F	-0.1	-1
53	C[C@H](CO)N1C[C@H](C)[C@@H](CN(C)S(=O)(=O)c2ccccc2)Oc2ncc(Br)cc2C1=O	-0.5	.
54	COc1ccc(NC(=O)N(C)C[C@@H]2OCCCC[C@@H](C)Oc3ccc(NC(=O)Nc4ccc(C(F)(F)F)cc4)cc3C(=O)N([C@H](C)CO)C[C@H]2C)cc1	0.6	.
55	O=C(C[C@@H]1C[C@@H]2c3cc(NS(=O)(=O)c4ccc(F)cc4)ccc3O[C@@H]2[C@@H](CO)O1)NCC1CC1	0.2	17
56	COCC(=O)N[C@@H]1CC[C@H](CC(=O)NCc2ccccc2OC)O[C@H]1CO	0.3	11
57	OC1[C@H](O)CO[C@@H](OC[C@H]2O[C@@H](OC/C=C/c3ccccc3)[C@H](O)[C@@H](O)[C@@H]2O)[C@H]1O (stereo not given in full)	-0.4	.
58	CO[C@H]1CN(C)C(=O)c2cc(NC(=O)C3CC3)ccc2OC[C@@H](C)N(Cc2ccccc2)C[C@H]1C	0.1	1
59	C[C@@H]1CN([C@H](C)CO)C(=O)c2cc(NS(C)(=O)=O)ccc2O[C@@H]1CN(C)S(C)(=O)=O	-1.1	.
60	O=C(CCN1CCCCC1)N[C@@H]1CC[C@H](CCn2cc(-c3cccc(F)c3)nn2)O[C@H]1CO	-0.3	1

New compounds follow:
no.	SMILES	IDH1 mut inh	EZH2 inh
61	O=C(CSc1ncnc2sc3c(c12)CCCCC3)Nc1ccc2c(c1)OCCO2	0.0	-2
62	C[C@@H]1CN([C@@H](C)CO)C(=O)c2cccc(NC(=O)CCCCCC(=O)Nc3ccccc3N)c2O[C@@H]1CN(C)C(=O)NC1CCCCC1	0.1	-12
63	CO[C@@H]1CN(C)C(=O)c2cc(NS(=O)(=O)c3cccc(C)c3)ccc2OC[C@@H](C)N(C(=O)Cc2cccnc2)C[C@H]1C	0.4	13
64	C[C@@H]1CN([C@H](C)CO)C(=O)c2cc(N(C)C)ccc2O[C@@H](C)CCCCO[C@H]1CN(C)Cc1ccccc1	-1.2	-2
65	C/C=C/c1ccc2c(c1)O[C@H](CN(C)Cc1cccnc1)[C@@H](C)CN([C@H](C)CO)S2(=O)=O	?	-4
66	C[C@H](CO)N1C[C@H](C)[C@@H](CN(C)S(=O)(=O)c2ccc(F)cc2)Oc2ccc(NC(=O)Cc3ccccc3)cc2C1=O	.	3
67	COC(=O)c1cc(C)sc1NC(=S)NCCc1ccccc1OC	-0.5	11
68	CO[C@H]1CN(C)C(=O)c2ccc(NC(=O)Nc3ccc4c(c3)OCO4)cc2OC[C@@H](C)NC[C@@H]1C	-0.4	-9
69	CCCNC(=O)Nc1ccc2c(c1)C(=O)N(C)C[C@H](OC)[C@@H](C)CN(Cc1ccccc1)[C@H](C)CO2	0.3	-5
70	CN(Cc1nc(-c2cccnc2)no1)S(=O)(=O)c1ccc(Br)cc1	-0.3	-8
71	C[C@@H]1CN([C@H](C)CO)S(=O)(=O)c2ccc(C#Cc3ccncc3)cc2O[C@H]1CN(C)C(=O)C1CCOCC1	0.2	4
72	COc1ccc(NC(=O)N(C)C[C@@H]2Oc3cc(-c4ccncc4)ccc3S(=O)(=O)N([C@H](C)CO)C[C@H]2C)cc1	0.8	.

Random excerpt: 6 compounds from above
no.	SMILES	IDH1 mut inh	EZH2 inh
61	O=C(CSc1ncnc2sc3c(c12)CCCCC3)Nc1ccc2c(c1)OCCO2	0.0	-2
67	COC(=O)c1cc(C)sc1NC(=S)NCCc1ccccc1OC	-0.5	11
72	COc1ccc(NC(=O)N(C)C[C@@H]2Oc3cc(-c4ccncc4)ccc3S(=O)(=O)N([C@H](C)CO)C[C@H]2C)cc1	0.8	.
70	CN(Cc1nc(-c2cccnc2)no1)S(=O)(=O)c1ccc(Br)cc1	-0.3	-8
69	CCCNC(=O)Nc1ccc2c(c1)C(=O)N(C)C[C@H](OC)[C@@H](C)CN(Cc1ccccc1)[C@H](C)CO2	0.3	-5
65	C/C=C/c1ccc2c(c1)O[C@H](CN(C)Cc1cccnc1)[C@@H](C)CN([C@H](C)CO)S2(=O)=O	?	-4

Next section.
no.	SMILES	IDH1 mut inh	EZH2 inh
73	CN1CCN(C(=O)C[C@H]2C=C[C@H](NC(=O)Cc3ccccn3)[C@H](CO)O2)CC1	-0.1	-9
74	C[C@H]1CN([C@@H](C)CO)C(=O)Cc2cc(NC(=O)C3CC3)ccc2O[C@@H]1CN(C)S(=O)(=O)c1cn(C)cn1	2.5	.
75	Cc1noc(C)c1NC(=O)Nc1ccc2c(c1)C(=O)N([C@H](C)CO)C[C@H](C)[C@@H](CN(C)C(=O)C1CCCCC1)OCCCC[C@@H](C)O2	1.9	.
76	COC(=O)CCCCCCC(=O)N/N=C/c1ccc(OC)cc1OC	-0.5	8
77	C[C@@H]1CN([C@H](C)CO)C(=O)c2cc(NC(=O)Nc3ccc4c(c3)OCO4)ccc2O[C@H]1CN(C)Cc1ccc(Cl)c(Cl)c1	-11	.
78	Cc1noc(C)c1NC(=O)N(C)C[C@@H]1Oc2c(NC(=O)C3CCCCC3)cccc2C(=O)N([C@@H](C)CO)C[C@@H]1C	.	-11
79	COCC#Cc1cnc2c(c1)C(=O)N([C@@H](C)CO)C[C@@H](C)[C@H](CN(C)C(=O)NC1CCCC1)O2	-1.4	-3
80	COCC(=O)Nc1ccc2c(c1)C(=O)N(C)C[C@H](OC)[C@@H](C)CN(Cc1cccc(F)c1)[C@H](C)CO2	-0.2	16
81	C[C@H]1CN([C@@H](C)CO)C(=O)CCCn2cc(nn2)CO[C@H]1CN(C)Cc1ccc(C(=O)Nc2ccccc2N)cc1	.	5
